H9c2 TAG inh = triacylglycerol accumulation inhibition; H9c2 cells, Nile Red lipid (TAG) fluorescence; cells loaded with 200 µM oleic acid; inhibition, % at 12.5 µM; 0.66% of 230,000 active;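 active means pattern-corrected inhibition of lipid staining of at least 50% with the nuclear-stain viability signal not falling by more than 50%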;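 further: 0% = DMSO wells and 100% = triacsin C control wells; some results filed as inactive read as strong as hits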
H9c2 TAG inh DAPI viability = further read-out of H9c2 TAG inh, marked with its call; DAPI nuclei signal change (viability), lower = more cytotoxic, %;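 whole-well DAPI fluorescence read on a plate reader as a viability signal; minus 50 percent equals half of cells still viable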
* = called active by the depositor. Some of the compounds tested; count on the stated rates, not on these rows.

SMILES	H9c2 TAG inh	H9c2 TAG inh DAPI viability
CN(Cc1cccc(Cl)c1Cl)C(=O)c1ccccc1SCC(=O)N1CCCC1	-5	5
CC(CN1CCN(CC(C)C(=O)c2ccccc2)CC1)C(=O)c1ccccc1 (configuration not stated)	-5	4
Clc1ccccc1CSc1nnc(Cn2cnc3ccccc32)n1-c1ccccc1	-18	-4
COc1ccc(NC(=O)CNCc2cccs2)c(OC)c1	-3	-5
COc1ccc(C(c2c(NC(=O)c3ccco3)sc(C)c2C)N2CCOCC2)cc1 (configuration not stated)	-15	-3
CC1CCN(C(=O)CSc2nc3c(c(=O)n2C)SC(C)C3)CC1 (configuration not stated)	1	-2
Cc1cc(NC(=O)c2ccc(Cn3cc([N+](=O)[O-])cn3)o2)no1	-2	6
Cc1cccc(Cn2c(NC3CCCC3)nc3c2c(=O)[nH]c(=O)n3C)c1	-3	-9
COc1ccc(-n2c(SCc3cccnc3)nc3c(c2=O)SCC3)cc1OC	0	1
CCN(CC)C(=O)COc1ccc(-c2nnc(N3CCCCC3)c3ccccc23)cc1	11	-4
COCCN1C[C@@H](CO)O[C@@H](n2cnc3c(NC4CC4)ncnc32)C1	-6	22
CCOc1ccc(CCNC(=O)COC(=O)c2c(OC)cccc2OC)cc1OCC	42	-7

Full records as entered above. Values in the order: H9c2 TAG inh | H9c2 TAG inh DAPI viability
Entry for `COc1ccc(C(c2c(NC(=O)c3ccco3)sc(C)c2C)N2CCOCC2)cc1` (configuration not stated) : -15 | -3
Entry for `COc1ccc(-n2c(SCc3cccnc3)nc3c(c2=O)SCC3)cc1OC` : 0 | 1
Entry for `COCCN1C[C@@H](CO)O[C@@H](n2cnc3c(NC4CC4)ncnc32)C1` : -6 | 22

(more compounds)
SMILES	H9c2 TAG inh	H9c2 TAG inh DAPI viability
CC1CC(C)CN(S(=O)(=O)c2ccc3c(c2)oc(=O)n3CC(=O)N(C)Cc2ccccc2)C1 (configuration not stated)	0	-4
O=C(CN1CCN(c2ccccc2)CC1)Nc1nnc(-c2ccccc2)s1	17	-7
CC(C)c1ccc(/C=N/NC(=O)c2ccc(-n3cnnn3)cc2)cc1	-6	6
COc1ccc([C@H]2C[C@H](n3cc(COC(=O)c4ccccc4)nn3)[C@@H](O)CN2CC2CCCCC2)cc1	-9	-6
CSc1nc2ccccc2n1Cc1cccc(F)c1	-37	-1
O=C1c2cccc3c(N4CCCCC4)ccc(c23)C(=O)N1c1ccccc1O	-3	4
COc1cc(F)ccc1-c1csc(C(O)(c2ccccc2)C(F)(F)F)n1 (configuration not stated)	-4	-5
CCCN1CCN(CCCNC(=O)c2cc3c(=O)[nH]c4ccccc4c3s2)CC1	10	65
Cn1cncc1C#Cc1ccc2c(=O)c3ccccc3oc2c1	-9	5
COC(=O)c1ccc(-n2nc(C(F)(F)F)c3c2-c2ccoc2CC3)cc1	4	-1
O=C(NCCN1CCNC1=O)c1ccc2sc([C@H]3C[C@H](O)[C@@H](CO)O3)nc2c1	18	-7
N#Cc1nc(-c2ccc(F)cc2)oc1NCc1ccccc1	2	10

A second format for part of the listing above.
| SMILES | H9c2 TAG inh | H9c2 TAG inh DAPI viability |
| --- | --- | --- |
| CSc1nc2ccccc2n1Cc1cccc(F)c1 | -37 | -1 |
| O=C1c2cccc3c(N4CCCCC4)ccc(c23)C(=O)N1c1ccccc1O | -3 | 4 |
| COc1cc(F)ccc1-c1csc(C(O)(c2ccccc2)C(F)(F)F)n1 (configuration not stated) | -4 | -5 |

Going on with the list.
SMILES	H9c2 TAG inh	H9c2 TAG inh DAPI viability
COC(=O)c1cc2n(n1)CCN(Cc1ccccc1Cl)C2=O	-1	1
CN(c1nc2ccccc2n2c(C3CC3)nnc12)S(=O)(=O)c1ccccc1	4	-2
CC(C)(Cc1ccccc1)/[N+]([O-])=C\c1ccc(C(F)(F)F)cc1	-21	1
O=C(C[n+]1ccc(C(=O)NCc2ccccc2)cc1)c1ccc(OC(F)F)cc1	-1	2
COC(=O)N1C(=O)[C@@](c2ccccc2)(C2CCCCC2)N1C(=O)OC	4	7
CC1CCN(S(=O)(=O)c2cn(CC(=O)N3CCN(C)CC3)c(=O)c3ccccc23)CC1	11	10
CC(=O)c1cccc(NC(=O)c2nc(-c3ccccc3)oc2C)c1	-4	-1
Cn1ccnc1/C(=N\NC(=O)c1ccc(O)cc1)c1cccc([N+](=O)[O-])c1	2	4
COC(=O)CC1OCC=C2CN3CCC45C6=CC(=O)C(=O)C([N+](=O)[O-])=C6NC4C1C2CC35 (configuration not stated)	0	-2
CCc1nc(SCc2cc(=O)[nH]c3ccccc23)c2c(C)c(C)sc2n1	5	-2
O=C(C=Cc1ccco1)N1CCOCC1	0	-4
CCOc1cc(N2CCOCC2)c(OCC)cc1NC(=S)NCCCOC	0	8
Cc1ccc(NS(=O)(=O)c2ccc(Cl)c(C(=O)O)c2)cc1S(=O)(=O)N1CCOCC1	9	2
O=C(Oc1c(Cl)cc(Cl)c2cccnc12)c1cccc([N+](=O)[O-])c1	2	-10
O=C1CS/C(=N/N=C/c2ccccc2)N1c1ccc(O)cc1	9	0
O=C(NCc1ccco1)NC1CCCCC1	-8	14
O=c1cc(CSc2ccccc2)nc(-c2ccncc2)[nH]1	2	-15
O=C(O)C1CCCCN1C(=O)c1cc2c(s1)CCCCC2 (configuration not stated)	6	-1
CC1C2CC(CC1(C)C)N(C(=O)Nc1ccc3nccnc3c1)C2 (configuration not stated)	-6	8
COc1ccc(CN2CN(S(=O)(=O)c3ccccc3)c3nc4ccccc4nc32)cc1	-2	-2
CCOc1ccc2c(c1)C(c1ccc(C)o1)=NNC(c1ccncc1)=N2	6	4
Cc1cc(=O)[nH]c2nc3ccccc3n12	-6	-4
Cc1ccccc1S(=O)(=O)N(C)C[C@H]1OCc2cnnn2CCCC(=O)N([C@H](C)CO)C[C@H]1C	3	-3
CN(CC(=O)Nc1ccc(Cl)c(C(F)(F)F)c1)C(=O)CCc1nc2ccccc2c(=O)[nH]1	-10	2
COCc1nnc(NS(=O)(=O)c2ccc(NC(C)=O)cc2)s1	-14	-3
COc1ccc(N2CCN(C(=O)COC(=O)COc3ccc(C#N)cc3)CC2)cc1	-23	11
CCCOc1ccc(Oc2ccc(S(=O)(=O)N3CCN(C)CC3)cn2)cc1	-23	1
Cc1cccc(-n2c(O)c(C=NCCCN3CCOCC3)c3ccccc3c2=O)c1	12	-3
Nc1nnc(SCc2ccccc2)n1-c1ccccc1	11	-9
O=C1CCc2cc(S(=O)(=O)NCCC(=O)N3CCN(c4cccc(Cl)c4)CC3)ccc2N1	-19	6
Cc1ccc(SCC(=O)Nc2cc(C)on2)cc1	-10	7
Cc1cc(NC(=O)c2ccc3c(c2)C(=O)N(C(C)(C)C)C3=O)no1	-2	9
CN(Cc1ccccc1)C(=O)c1[nH]cnc1C(=O)N[C@@H](CCCCNC(=O)OC(C)(C)C)C(=O)OC(C)(C)C	-36	-5
COc1ccc(CNC(=O)C2CCCN(S(=O)(=O)c3ccc4c(c3)C(C)(C)C(=O)N4C)C2)cc1 (configuration not stated)	-31	6
Cc1nn(-c2nc(-c3ccco3)cc(C(F)(F)F)n2)c(C)c1Br	14	-2
CCOC(=O)Cn1ccc(-c2ccccc2)c(C#N)c1=O	-12	-2

Some of these compounds in order of formula weight, rising.
SMILES	H9c2 TAG inh	H9c2 TAG inh DAPI viability
CCOC(=O)Cn1ccc(-c2ccccc2)c(C#N)c1=O	-12	-2
Cc1cccc(-n2c(O)c(C=NCCCN3CCOCC3)c3ccccc3c2=O)c1	12	-3
COc1ccc(CNC(=O)C2CCCN(S(=O)(=O)c3ccc4c(c3)C(C)(C)C(=O)N4C)C2)cc1 (configuration not stated)	-31	6

More structures:
SMILES	H9c2 TAG inh	H9c2 TAG inh DAPI viability
CN(c1ccccc1)S(=O)(=O)c1ccc(C(=O)N2CCN(c3ccccc3F)CC2)cc1	-6	7
O=C(COC(=O)c1cccc(F)c1)Nc1ccc2c(c1)OCCO2	1	-3
CC(C)(C)Oc1ccccc1Nc1nc(NCCO)nc(N2CCCC2)n1	-2	8
CCCC(C)(C)C(=O)N1CCC1(C)C(=O)Nc1ccc(OC)c(OC)c1 (configuration not stated)	-3	9
O=C(/C=C/c1ccccc1)c1ccc2c(c1)OCO2	10	-5
Cc1cc(NC(=O)CSCC(=O)OCC(=O)Nc2ccc(OC(F)F)cc2)no1	-8	-3
Nc1ccn([C@@H]2O[C@H](CN=C3NS(=O)(=O)c4ccccc43)[C@@H](O)[C@H]2O)c(=O)n1	-8	0
CCOC(=O)C1CCN(S(=O)(=O)c2cn(C)cn2)CC1	20	-10
CN(C)S(=O)(=O)c1cccc(NC(=S)N2CCCCC2CO)c1 (configuration not stated)	-6	0
Cc1oc(-c2ccccc2)nc1C(=O)OCC(=O)NCc1ccccc1	17	-5
O=C(NCCCCCNC(=O)c1cccnc1)c1cccnc1	19	1
C=CCn1c(SCC(=O)NCCO)nc2sc(C)c(C)c2c1=O	-12	5
O=C(COC(=O)c1cccc(S(=O)(=O)N2CCOCC2)c1)Nc1ncc(C(F)(F)F)cc1Cl	-11	11
COc1ccc(CCNC(=O)COC(=O)c2cc(=O)[nH]c3ccccc23)cc1	-13	10
O=C(NCc1cccnc1)NC(=O)c1ccc(Cl)cc1	13	3
Cc1nc(-c2cc(-c3nc(-c4cc(C(F)(F)F)cc(C(F)(F)F)c4)no3)no2)cs1	-13	7
COc1ccc(S(=O)(=O)NCc2ccccn2)cc1NC(=O)c1ccc(C)cc1	8	-15
O=C(COC(=O)c1cc([N+](=O)[O-])ccc1N1CCOCC1)NCc1ccccc1	-5	13
O=c1oc2ccccc2cc1-c1csc(Nc2ccc(O)cc2)n1	30	-18
O=C(O)c1ccc(CSc2nnc(COc3ccc(Cl)cc3Cl)o2)cc1	1	-9
CN(CC(=O)NCc1ccc2c(c1)OCO2)CC(=O)Nc1ccc(F)c(F)c1F	6	-6
COc1cc(OC)c(OC)cc1/C=C1/C(=O)N=C(N)N1C	-2	9
COc1cc(OC)c(C(=O)N/N=C/c2ccoc2)cc1OC	7	-3
Cc1ccc(O)c(C(=O)c2cnn(C(=O)Cc3csc(C)n3)c2)c1	-8	11
Cn1c(=O)n(Cc2ccc(Br)cc2)c2ccccc21	-6	-9
Oc1ccc(Cl)cc1C(C#Cc1ccccc1)N1CCOCC1 (configuration not stated)	3	5
S=c1[nH]c(-c2ccc(Cl)cc2)cs1	-26	1
COCCNC(=O)C1(C)CCCN(C(=O)c2ccccc2C(F)(F)F)C1 (configuration not stated)	5	-5
COC(=O)CCCC(=O)N1CCOCCN(C(=O)CCCC(=O)OC)CCOCC1	-11	6
CCN1CCN(c2ccc(S(=O)(=O)N3CCCCC3)cc2NC(=O)c2ccccc2)CC1	13	9
CCCOc1ccc(OCCn2nc(C(=O)O)c3ccccc3c2=O)cc1	1	-3
Cc1cc(S(=O)(=O)N2CCCOC2CNC(=O)C(=O)NCCc2ccco2)ccc1F (configuration not stated)	-5	0
Fc1cccc(Cn2cc(C(=S)N3CCCCC3)c3ccccc32)c1	-9	-5
Cc1nc(S(=O)(=O)c2ccc(Cl)cc2)c(NCc2ccccc2)o1	-30	-2
O=C(/C=C/c1cn(-c2ccccc2)nc1-c1cccnc1)NCCN1CCOCC1	6	-2
O=C(O)c1ccc(N2C(=O)c3[nH]nc(-c4ccccc4)c3C2c2ccccc2)cc1 (configuration not stated)	5	7
Cn1c(=O)c2c(SCC(=O)N3CCCc4ccccc43)nc(CC(C)(C)C)nc2n(C)c1=O	14	-2
COc1cccc(C(C)(O)c2nc(-c3cncnc3)cs2)c1 (configuration not stated)	-11	5
O=C(Nc1cccc(C(F)(F)F)c1)NC1CCN(S(=O)(=O)c2ccc(F)cc2)CC1	10	-5
CCN1CCN(c2ccc(S(=O)(=O)N3CCCCC3)cc2NC(=O)CC(C)c2ccccc2)CC1 (configuration not stated)	0	-1
COc1ccc(Cc2nnc(-c3ccc(F)cc3)o2)cc1OC	2	-1
C/C(N)=C(/C#N)C(=O)COC(=O)C(c1ccccc1)c1ccccc1	3	3
CCOc1cc(N2CCOCC2)c(OCC)cc1NC(=O)c1ccc(OC(C)C)cc1	15	-1
CC1=NN(c2ccc(Br)cc2)C(=O)/C1=C/c1ccc(-c2ccccc2C(=O)O)o1	-8	2
N/C(=N\OC(=O)Cc1ccccc1)c1ccccn1	-2	10
O=C(Nc1ccc(F)cc1)c1cc(-c2ccccn2)nc2c(Cl)cccc12	8	-4
O=C(Nc1nnc(-c2ccccc2)s1)c1cccc(S(=O)(=O)N2CCOCC2)c1	-8	8
O=C(O)c1cccc(N2C(=O)C=CC2=O)c1	-6	5
COCCNc1ncnc2c1ncn2[C@H]1CN(Cc2ccncc2)C[C@@H](CO)O1	-1	9
NC(=O)c1cccc(CC(=O)c2ccccc2)c1	0	10
COc1cc(NS(C)(=O)=O)ccc1Nc1c2ccccc2nc2ccccc12	19	-23
Cc1cccn2c(=O)c3cc(C(=O)NCc4ccco4)c(=N)n(C(C)C)c3nc12	4	-6
O=C(Nc1nn[nH]n1)c1ccc(S(=O)(=O)N2CCCCC2)cc1	2	-5
Cc1ccc(S(=O)(=O)NCc2cccnc2)cc1C(=O)NC1CCCCC1	5	0
Cn1cc(C(=O)c2ccc(Cl)cc2Cl)cc1C=O	12	-8
COc1ccc(NC(=O)CN(C)S(=O)(=O)c2ccc(Cl)cc2)cn1	-36	9
O=C(CN(C(=O)c1csnn1)c1ccc(F)cc1)NCc1ccc(F)cc1	0	5
COc1cccc(COC(=O)c2c(C)nn(-c3ccccc3)c2Cl)c1OC	-7	-6
CCN1CCN(Cc2ccc(NC(=O)c3ccc(C)c(NC(=O)c4csc(-c5ccncc5)n4)c3)cc2C(F)(F)F)CC1	-7	41
Cc1cc(C)nc(SCc2ccc(F)cc2)n1	3	8
CC(CCc1ccccc1)NC(=O)c1ccncc1 (configuration not stated)	5	-7
CCOc1ccccc1C(=O)n1nc(C)cc1C	-23	0
CC1=NN(C(=O)CCCc2ccccc2)C(O)(C(F)(F)F)C1 (configuration not stated)	0	-2

Source: PubChem (Sanford-Burnham Center for Chemical Genomics)
